# Compound activity as filed in PubChem BioAssay.
# CCHFV vOTU inh: CCHFV vOTU protease inhibition; Pep-AMC fluorescence; inhibition, % at 11.5 µM; 0.55% of 370,000 active; AID 651958; in the data active means inhibition above about 30%; further: 0% = vehicle wells with enzyme and 100% = no enzyme wells
# Rv3671c protease: inhibitors of M. tuberculosis serine protease Rv3671c | P9WHR9 | inhibition, % at 5.96 µM | 0.048% of 320,000 active | AID 2606; in the data active means inhibition above about 38%;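 further: extracellular domain of Rv3671c used as enzyme; 0% = enzyme with DMSO and 100% = no enzyme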
# Target sequence (P9WHR9 whole entry, looked up, the tested form may be a part): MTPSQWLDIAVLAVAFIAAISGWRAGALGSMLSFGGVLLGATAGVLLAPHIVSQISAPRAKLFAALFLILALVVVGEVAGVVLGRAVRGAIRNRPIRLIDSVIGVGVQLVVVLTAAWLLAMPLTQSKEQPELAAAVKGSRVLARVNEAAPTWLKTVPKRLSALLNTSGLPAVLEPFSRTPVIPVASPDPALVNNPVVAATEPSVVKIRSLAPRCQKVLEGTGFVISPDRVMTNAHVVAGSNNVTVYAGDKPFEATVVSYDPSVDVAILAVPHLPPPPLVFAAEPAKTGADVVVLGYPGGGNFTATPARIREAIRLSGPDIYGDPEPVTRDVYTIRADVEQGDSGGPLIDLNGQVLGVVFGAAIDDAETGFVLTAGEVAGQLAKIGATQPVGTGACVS
# PrPC surface inh: reduces human prion protein on the cell surface; P04156; cell surface PrPC, TR-FRET read-out; inhibition, % at 13.8 µM; 0.43% of 370,000 active; in the data active means inhibition above about 24%; further: 0% = median of the test wells and 100% = reference compound wells
# VHR inh abs: blocks human VHR1 dual specificity phosphatase. P51452. recombinant VHR phosphatase, pNPP absorbance. inhibition, % at 13.3 µM. 0.52% of 290,000 active. AID 1654; in the data active means inhibition above about 50%; further: some compounds called inactive have numbers as strong as hits
# Target sequence (P51452 whole entry, looked up): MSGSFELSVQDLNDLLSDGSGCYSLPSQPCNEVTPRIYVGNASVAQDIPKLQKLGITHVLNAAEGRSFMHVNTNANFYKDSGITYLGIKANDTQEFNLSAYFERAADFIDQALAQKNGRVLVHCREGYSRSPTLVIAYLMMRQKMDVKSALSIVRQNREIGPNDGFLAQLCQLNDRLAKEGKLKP
# MazEF act: activators of E. coli MazEF toxin-antitoxin RNase | P0AE70 | 0.32% of 350,000 active | FAM/BHQ RNA-DNA oligo cleavage fluorescence, 5 h | activation, % at 20 µM | AID 504720; in the data active means activation above about 50%
# Target sequence (P0AE70 whole entry, looked up): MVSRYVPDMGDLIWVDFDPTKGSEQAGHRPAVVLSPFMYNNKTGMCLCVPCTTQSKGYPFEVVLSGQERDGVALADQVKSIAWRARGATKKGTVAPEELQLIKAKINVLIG
# PriA SSB inh: blocks PriA binding to SSB C-terminal tail | AlphaScreen SSBct-PriA binding, biotinylated peptide | inhibition, % at 33 µM | 0.6% of 430,000 active | AID 1272365; in the data active means inhibition mostly above about 37%, no sharp cut-off; inactive means mostly below about 20%;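 further: plate controls were negative control peptide for no effect and reference peptide for full effect; strong numbers were not always called active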
# 3CLpro inhibitor: SARS-CoV 3CLpro protease inhibition | P0C6X7 | recombinant SARS-CoV 3CLpro, quenched FRET peptide cleavage | inhibition, % at 6 µM | 0.14% of 290,000 active | AID 1706; in the data active means inhibition above about 12%
# BoNT-A LC inh2: blocks Botulinum neurotoxin A light chain protease; inhibition, % at 10 µM; 0.17% of 360,000 active; multiplex microsphere protease substrate cleavage, flow cytometry; AID 588499; further: plate controls were buffer without enzyme for full effect and enzyme alone for no effect
# Anthrax LF inh2: anthrax lethal factor protease inhibition; P15917; multiplex microsphere protease cleavage assay, LF; inhibition, % at 10 µM; 0.12% of 360,000 active; AID 588501; further: plate controls were buffer without enzyme for full effect and enzyme alone for no effect
# BoNT F protease: inhibitors of Botulinum neurotoxin F light chain protease | Multiplex microsphere protease cleavage assay, flow cytometry | inhibition, % at 10 µM | 0.22% of 360,000 active | AID 588497; in the data active means inhibition above about 35%, passing the limit was not always enough; inconclusive means no clear call, values can overlap the other calls; further: plate controls were buffer without enzyme for full effect and enzyme alone for no effect
# Active calls of the source: *; ? = inconclusive; · = no result given; & = joins results of further samples. Unless noted, no stated cut-off is given here; in the data, active means inhibition above about 30%; inconclusive means no clear call, values can overlap the other calls; inactive means below that. These rows are one share of the data; count on the stated rates, not on these rows.
# Every second line gives: CCHFV vOTU inh, Rv3671c protease, PrPC surface inh, VHR inh abs, MazEF act, PriA SSB inh, 3CLpro inhibitor, BoNT-A LC inh2, Anthrax LF inh2, BoNT F protease
- Cc1cc(C)c(C#N)c(OCC(=O)Nc2ccccc2)n1
  ·, 5, ·, 16, 6, -1, -1, -0.9, -11, -22
- Cc1sc2ncnc(NC3CCN(Cc4ccccc4)CC3)c2c1C
  -8, 4, 10, 22, -1, -7, 6, 0.4, 2, -6
- COc1ccc(/C=C/C(=O)Nc2ccc(OC)cc2[N+](=O)[O-])cc1
  0, -1, 4, 36, 13, 18, -4, -1.0, 1, -27
- CNC(=S)N/N=C/c1ccc2c(c1)OCCO2
  -5, -3, 2, 2, 7, ·, -3, -0.4, -1, -3
- COc1ccccc1N(CC(=O)Nc1c(C)cccc1C)S(C)(=O)=O
  -4, -9, 5, 0, 0, -14, -5, -0.2, 1, 4
- Cc1ccc(N=C2NC(=O)/C(=C/c3cn(C)c4ccccc34)S2)cc1C
  -3, -26, -11, -4, -163, 5, -4, 5.3, 5, 2
- CCOC(=O)C1(Cc2ccccc2)CCN(Cc2cccn2-c2nccs2)CC1
  -2, 6, -2, 9, -11, 11, 3, -0.4, -1, -2
- O=C(O)c1cc(Br)ccc1NN=C1CCCCC1
  -9, 9, -4, -8, -1, 4, 1, -1.1, 0, -4
- CC(=O)C1=C(O)C(=O)N(Cc2ccccc2)C1c1ccc(F)cc1 (centres undefined)
  -4, -11, 0, 2, 0, 1, -2, -3.4, 6, -8
- Cc1ccc(NNS(=O)(=O)c2ccc(C)cc2)cc1
  -1, -2, 1, 27, -16, -5&-7, -3, 0.5, 3, 2
- O=C(CCCCCN1C(=O)CCC1=O)Nc1ccc2c(c1)OCO2
  9, 6, 7, 2, 1, -1, 6, 0.2, 0, -2
- CCc1sc(C(=O)N2CCN(c3ccc(F)cc3)CC2)cc1C
  11, 5, 3, 30, -4, -7, 0, -0.8, -3, -4
- O=c1[nH]c(SCCN2CCOCC2)nc(O)c1-c1ccccc1
  1, -1, -5, 12, 2, -13, 4, -1.2, -5, 0
- O=C(OCc1cc2ccccc2[nH]c1=O)c1ccccc1
  -4, -6, 4, 4, -1, -8, -2, 0.3, -6, -1
- O=C(CCSc1ccccc1)NCCSCc1ccccc1
  4, -1, 2, -12, -4, 1, 1, -0.2, 0, -6
- Cc1cccc(Nc2nnc(SCC(=O)c3ccc(O)cc3O)s2)c1
  7, -11, 8, 6, -1, 4, 3, -3.1, -1, 4
- Cc1ccc(S(=O)(=O)N(C)C)cc1NC(=O)COC(=O)C1CCN(S(=O)(=O)c2cccs2)CC1
  -5, -5, -2, ·, 6, 0, ·, -2.7, 0, -10
- O=C(Nc1cc(Cl)ccc1O)C1CCCO1 (centres undefined)
  7, 5, -4, -8, 6, -5, -2, 0.9, 1, 0
- O=C(Cn1nnc2ccccc21)c1ccc(Cl)cc1
  -3, -3, 0, 10, 8, -21, 35*, -4.1, -5, -9
- Cc1ccc(C(=O)c2cc([N+](=O)[O-])ccc2N2CC(C)OC(C)C2)cc1 (centres undefined)
  7, -4, 5, 37, 1, -2, 2, 3.1, 3, 3
- CC(C)Cc1ccc(CN2C(C)C(=O)N(Cc3cn(Cc4ccco4)nn3)CCS2(=O)=O)cc1 (centres undefined)
  8, ·, 9, ·, ·, ·, ·, 0.5, -3, -2
- CCCC(=O)Nc1nc2ccc(OC)cc2s1
  3, 3, 6, 16, -6, -13, -2, -1.3, -4, -7
- CCCCNS(=O)(=O)c1ccc(NC(=O)C2CCCO2)cc1 (centres undefined)
  -24, -9, 4, 2, 4, -22, 6, -0.1, 1, 0
- Cc1ccc(C(=O)OCN2C(=O)c3ccccc3C2=O)o1
  -8, -8, -6, ·, 5, 6, ·, -1.1, -4, -3
- Cc1ccc(NC(=O)CN(C)C(=O)c2ccc(S(=O)(=O)N(C)c3ccccc3)cc2)cc1
  -5, -3, 3, 15, -7, -16, 0, -0.6, -1, -3
- CCOc1ccc(C(=O)OCC(=O)NCCNC(=O)COC(=O)c2ccc(OCC)cc2)cc1
  2, -5, -5, 10, -19, -18, 0, ·, ·, ·
- CCOC(=O)c1cc2c(=O)n3ccccc3nc2n(CC(C)C)c1=NC(=O)c1ccco1
  -77, -3, -25, 1, 6, 2, -1, 2.6, 1, 6
- CN(Cc1ccc(Cl)cc1Cl)C(=O)C1CSC2(C)CCC(=O)N12 (centres undefined)
  2, ·, 6, ·, 5, ·, ·, -0.1, -2, -4
- O=C(Nc1ccc2c(c1)OCO2)c1cc(-c2cccnc2)nc2ccccc12
  4, 1, -4, -6, 5, 5, 3, -0.2, -4, -8
- CN(C/C=C/c1ccccc1)Cc1cccc2ccccc12
  9, -1, -1, ·, -8, -49, ·, -1.2, -8, -10
- CC(C)C1Oc2ccccc2N(CC(=O)NCCCN2C(C)CCCC2C)C1=O (centres undefined)
  -3, 2, 3, 18, 0, -3, -1, -0.2, 2, 2
- COC(=O)C1=C(C(=O)OC)N2C=CC=CC2(C)C(C(=O)OC)=C1C(=O)OC (centres undefined)
  3, -1, -11, -6, 0, 6, -2, -0.6, 0, -5
- COc1ccc(N2CCN(C(=O)Nc3ccccc3C)CC2)cc1
  -9, 3, -5, 45, 5, -3, 1, 0.7, 0, -4
- CC(C)(C)c1ccc(CN2C3=NCCCN3c3ccccc32)cc1
  17, -2, 7, 9, 22, 3, -1, 0.8, 0, -2
- Cc1cc(C(=O)Nc2ccccc2)nn1C(C)(C)C
  -4, 1, -7, -10, 1, -8, -3, 4.6, -1, ?
- COc1ccnc(CSC(N)=Nc2ccccc2C(F)(F)F)c1
  -18, -4, -4, 5, -2, 5, 0, -0.4, -4, -2
- Cc1cc(Cl)ccc1OCCCC(=O)N1CCCCC1
  11, -2, 0, -5, -3, -14, 1, -0.1, -12, 3
- CCN(C(=O)CSc1nnc(-c2ccco2)n1Cc1ccccc1)C1CCS(=O)(=O)C1 (centres undefined)
  -6, -1, 1, ·, -15, ·, ·, -0.1, -4, -17
- COc1nccc(C(F)(F)F)c1C(=O)NC(=O)Nc1c(C)cccc1C
  14, -1, -2, 3, 3, -8, 4, -1.2, -1, -11
- O=C1CCCC/C1=C/Nc1ccc(S(=O)(=O)Nc2ncccn2)cc1
  15, -13, -5, -1, -6, -1, 3, -0.7, -4, -7
- O=C(CCCC(=O)N1CCCc2ccccc21)N1CCCc2ccccc21
  -13, -4, 7, 23, 7, -37, 0, 0.0, 10, -4
- CC1=C(C(=O)OCc2ccccc2)C(c2ccccc2Br)NC(=O)N1 (centres undefined)
  -6, -3, 4, 22, -5, -13, 7, -5.2, -7, ?
- CCN1CCc2nc(NC(=O)c3ccccc3)sc2C1
  4, -10, -12, -7, -58, -3, -1, 9.5, 15, -2
- CCOc1ccc(C(CC(=O)O)NC(=O)c2ccco2)cc1OC (centres undefined)
  5, -7, 4, 4, 0, -14, -2, -0.3, -1, -8
- O=c1[nH]cnc2sc3c(c12)CCCCC3
  6, 1, -4, 26, 3, -2, 2, -1.1, -4, 2
- COC(=O)CC1C(=O)NCCN1C(=S)NC(=O)C(c1ccccc1)c1ccccc1 (centres undefined)
  3, -7, -2, 6, -3, -12, 4, 0.2, 1, 2
- CC(C)N1C(=O)CCC1C(=O)N1CCN(c2ccc(F)cc2)CC1 (centres undefined)
  -6, 2, -2, 0, 0, -5, 1, -0.2, -3, 2
- O=C(/C=C/c1ccc2c(c1)OCCO2)N1CCN(c2ccc(F)cc2)CC1
  -2, -10, 2, 10, -2, -3, -3, -0.8, -10, 9
- CN(C)CC(O)COc1ccc(-c2ccc(C#N)cc2)cc1 (centres undefined)
  -1, 8, 1, -4, ·, ·, 5, ·, ·, ·
- Cn1c(=O)c2cnc(-c3ccc(C(F)(F)F)cc3)nc2n(C)c1=O
  -9, 6, 5, 14, 6, -6, 6, ?, -5, ?
- O=C(Nc1ccc(NC(=O)c2ccco2)nc1)c1cccnc1
  13, 2, 3, 27, 3, 0, -2, 0.5, 0, -5
- CCOc1cc(C2c3c(oc4cc(C)c(Cl)cc4c3=O)C(=O)N2Cc2ccco2)ccc1O (centres undefined)
  2, -6, 1, 30, -5, -5, -8, -0.7, -9, -3
- Cc1ccc(C)c(NC(CC(=O)c2ccccc2)C(=O)OCC(=O)c2cccs2)c1 (centres undefined)
  -1, -2, 7, 9, -2, -1, 3, -0.9, -5, -10
- CN(CCNC(=O)CN1C(=O)CSc2ccc(S(=O)(=O)N3CCCC3)cc21)Cc1ccccc1
  12, -2, 4, 10, 0, -8, 0, 0.6, -2, 1
- CCc1noc(C)c1C(=O)OCC(=O)Nc1cccc(C)c1
  -5, 8, 0, ·, -13, -1, ·, 0.8, -2, 2
- O=C(CSc1nnc(CNc2ccc(Cl)cc2)o1)Nc1nc2c(s1)CCCC2
  11, 5, -2, 2, 2, 16, 0, -1.3, -10, 4
- CCOC(=O)c1csc(NNC=O)n1
  8, 3, 9, 7, -5, -5, -3, 0.5, 0, -4

# An excerpt of these results, with bars between the fields.
Structure | CCHFV vOTU inh | Rv3671c protease | PrPC surface inh | VHR inh abs | MazEF act | PriA SSB inh | 3CLpro inhibitor | BoNT-A LC inh2 | Anthrax LF inh2 | BoNT F protease
CC(C)C1Oc2ccccc2N(CC(=O)NCCCN2C(C)CCCC2C)C1=O (centres undefined) | -3 | 2 | 3 | 18 | 0 | -3 | -1 | -0.2 | 2 | 2
COC(=O)C1=C(C(=O)OC)N2C=CC=CC2(C)C(C(=O)OC)=C1C(=O)OC (centres undefined) | 3 | -1 | -11 | -6 | 0 | 6 | -2 | -0.6 | 0 | -5
COc1ccc(N2CCN(C(=O)Nc3ccccc3C)CC2)cc1 | -9 | 3 | -5 | 45 | 5 | -3 | 1 | 0.7 | 0 | -4
CC(C)(C)c1ccc(CN2C3=NCCCN3c3ccccc32)cc1 | 17 | -2 | 7 | 9 | 22 | 3 | -1 | 0.8 | 0 | -2
Cc1cc(C(=O)Nc2ccccc2)nn1C(C)(C)C | -4 | 1 | -7 | -10 | 1 | -8 | -3 | 4.6 | -1 | ?
COc1ccnc(CSC(N)=Nc2ccccc2C(F)(F)F)c1 | -18 | -4 | -4 | 5 | -2 | 5 | 0 | -0.4 | -4 | -2
Cc1cc(Cl)ccc1OCCCC(=O)N1CCCCC1 | 11 | -2 | 0 | -5 | -3 | -14 | 1 | -0.1 | -12 | 3
CCN(C(=O)CSc1nnc(-c2ccco2)n1Cc1ccccc1)C1CCS(=O)(=O)C1 (centres undefined) | -6 | -1 | 1 | · | -15 | · | · | -0.1 | -4 | -17
COc1nccc(C(F)(F)F)c1C(=O)NC(=O)Nc1c(C)cccc1C | 14 | -1 | -2 | 3 | 3 | -8 | 4 | -1.2 | -1 | -11
O=C1CCCC/C1=C/Nc1ccc(S(=O)(=O)Nc2ncccn2)cc1 | 15 | -13 | -5 | -1 | -6 | -1 | 3 | -0.7 | -4 | -7
O=C(CCCC(=O)N1CCCc2ccccc21)N1CCCc2ccccc21 | -13 | -4 | 7 | 23 | 7 | -37 | 0 | 0.0 | 10 | -4
CC1=C(C(=O)OCc2ccccc2)C(c2ccccc2Br)NC(=O)N1 (centres undefined) | -6 | -3 | 4 | 22 | -5 | -13 | 7 | -5.2 | -7 | ?
